Screening data (PubChem)
S1P4 agonist – S1P4 receptor agonists, primary screen, cell-based. Sphingosine 1-phosphate receptor 4 (Homo sapiens), O95977. S1P4-expressing cell line, agonist reporter assay. activation, % at 4.98 µM. 220,000 compounds, 0.35% hits. AID 1509, 2009; in the data active = activation above about 11%;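 note: 0% = DMSO vehicle and 100% = reference agonist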
Target sequence (O95977 whole entry, looked up): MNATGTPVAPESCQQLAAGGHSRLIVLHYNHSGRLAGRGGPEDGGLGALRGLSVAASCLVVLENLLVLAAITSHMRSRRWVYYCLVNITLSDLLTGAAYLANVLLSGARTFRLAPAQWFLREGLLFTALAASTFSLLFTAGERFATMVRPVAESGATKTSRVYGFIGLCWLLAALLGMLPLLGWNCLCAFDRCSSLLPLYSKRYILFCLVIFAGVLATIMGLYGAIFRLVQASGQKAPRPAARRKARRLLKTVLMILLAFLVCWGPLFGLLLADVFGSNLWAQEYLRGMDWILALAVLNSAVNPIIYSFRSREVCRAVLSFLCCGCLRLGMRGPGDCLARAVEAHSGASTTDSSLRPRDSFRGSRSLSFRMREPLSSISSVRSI
zfTRPN1 agonist – zebrafish TRPN1 channel agonists, primary screen, cell-based, HEK293, calcium fluorescence; transient receptor potential cation channel N1 (TRPN1/NompC), Danio rerio; HEK293 zebrafish TRPN1-YFP, Fluo-8 calcium fluorescence; 100% = response to 87 µM carbachol; activation, % at 3 µM; 220,000 compounds, 0.18% hits; AID 1424, 2008;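 active = activation above its plate's cutoff, the mean activation of test wells on that plate plus 3 SD, cut at about 19% in these data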;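 note: 0% = DMSO alone and 100% = 87 µM carbachol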
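Assay system: Zebrafish TRPN1-YFP in HEK293 cells | Incubation: Dye loading 1 h at 37 °C, then 30 min room temperature | Measured by: Kinetic Fluo-8 fluorescence, ex 470-495, em 515-575 nm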
NPY Y1 blocker – NPY-Y1 receptor antagonists, primary screen, cell-based; Neuropeptide Y receptor type 1 (Homo sapiens), P25929; HEK293-CNG Y1 cells, membrane potential fluorescence; NPY at EC95, then isoproterenol; inhibition, % at 3.6 µM; 200,000 compounds, 1% hits;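 active = inhibition above the campaign mean inhibition of all tested compounds plus 3 SD, cut at about 20% in these data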;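 note: 0% = DMSO wells given NPY plus isoproterenol and 100% = isoproterenol alone without NPY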
Target sequence (P25929 whole entry, looked up): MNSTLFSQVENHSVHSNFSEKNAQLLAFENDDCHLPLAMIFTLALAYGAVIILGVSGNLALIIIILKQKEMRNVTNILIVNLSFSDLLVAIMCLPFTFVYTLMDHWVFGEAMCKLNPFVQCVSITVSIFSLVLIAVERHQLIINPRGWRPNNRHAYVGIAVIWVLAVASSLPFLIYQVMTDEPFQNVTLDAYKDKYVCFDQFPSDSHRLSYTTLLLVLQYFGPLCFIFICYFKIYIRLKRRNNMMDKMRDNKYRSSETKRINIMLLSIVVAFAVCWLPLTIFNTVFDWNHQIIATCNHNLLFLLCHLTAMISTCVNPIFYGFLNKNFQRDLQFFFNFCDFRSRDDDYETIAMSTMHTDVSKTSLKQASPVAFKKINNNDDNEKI
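Material: Y1- and CNG-channel-expressing HEK293 cells / Probe or stimulus: NPY 25 nM then isoproterenol 1 µM plus Ro 20-1724 25 µM / Doses: 3.6 µM single dose, DMSO 0.4% / Schedule: compound incubation 1 h at room temperature, readout 45 min post-stimulation / Signal: membrane potential fluorescence / Benchmarks: isoproterenol-only wells as full block versus NPY-plus-isoproterenol wells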
NPY1 pot ag – NPY-Y1 receptor potentiators or agonists, primary screen, cell-based; 220,000 compounds, 0.37% hits; activation, % at 3.6 µM; NPY-Y1 expressing cells, potentiator/agonist activation; AID 1304, 2008; Neuropeptide Y receptor type 1 (Homo sapiens), P25929; in the data active = activation above about 33%, passing the limit was not always enough;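 note: cells stimulated with NPY at EC10 then isoproterenol at EC100; 0% = low agonist plus stimulus and 100% = saturating agonist plus stimulus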
TRPML3 ag – human TRPML3 channel agonists, primary screen, cell-based, HEK293 TRPML3-YFP, Fluo-8 calcium fluorescence, 3 µM. activation, % at 3 µM. 100% = the carbachol control signal. AID 1448, 2008. 220,000 compounds, 0.29% hits;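 active = activation above its plate's cutoff, the mean activation of the plate's test wells plus 3 SD, cut at about 12% in these data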;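 note: 0% = DMSO only wells and 100% = carbachol wells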
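Test system – HEK293 line with stable expression of human TRPML3-YFP channel · Control set – carbachol 87 µM final as high control (100%), DMSO as low control (0%) · Signal – Fluo-8 calcium dye fluorescence, ex 470-495, em 515-575 nm · Incubation – 1-h 37 °C dye load, 5-s basal, 120-s post-compound reads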
CHOP inhibitor – inhibitors of CHOP promoter induction, primary screen, cell-based, unfolded protein response, luciferase reporter; AID 2732, 2010; 220,000 compounds, 3.8% hits; inhibition, % at 10 µM; CHO-K1 CHOP-promoter luciferase, tunicamycin-induced, 15-18 h;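 active = compounds that reduced the stress-induced luciferase reporter signal by more than about 70% of percent inhibition, limit read from the data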;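 note: 0% = tunicamycin plus vehicle and 100% = wells without tunicamycin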
S1P4 antag – S1P4 receptor antagonists, primary screen, cell-based; 220,000 compounds, 0.26% hits; AID 1510, 2009; inhibition, % at 4.98 µM; S1P4-expressing cells, antagonist mode, reporter read-out; Sphingosine 1-phosphate receptor 4 (Homo sapiens), O95977; in the data active = inhibition above about 29%;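 note: 0% = wells stimulated with agonist and 100% = vehicle wells without agonist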
NPY2 pot ag – NPY-Y2 potentiators or agonists, primary screen, cell-based; Neuropeptide Y receptor type 2 (Homo sapiens), P49146; 220,000 compounds, 0.45% hits; AID 1359, 2008; cells expressing NPY-Y2, potentiator/agonist read-out; activation, % at 3.6 µM; in the data active = activation above about 27%;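 note: cells stimulated with NPY near EC25 plus isoproterenol at EC100; 0% = vehicle plus submaximal agonist and 100% = vehicle plus saturating agonist; some results beyond the cut were filed as inactive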
EP2 mod – EP2 receptor modulators, cAMP readout, primary screen, cell-based, HTRF cAMP, PGE2 stimulation. Prostaglandin E2 receptor EP2 subtype (Homo sapiens), P43116. EP2-expressing cells, cAMP HTRF FRET, PGE2 co-stimulation. induction, % at 25 µM. 260,000 compounds, 0.83% hits. AID 940, 2007;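 active = compounds whose cAMP rise, as percent of the full-agonist control response, exceeds 60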;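 note: rat C6 glioma line stably carrying human EP2 under a CMV promoter; the protocol text gives 20 µM as final concentration; 100% = response of wells given 1 µM PGE2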
The depositor's hits bear a star; . = no result given; & = joins results of further samples.

SMILES | S1P4 agonist | zfTRPN1 agonist | NPY Y1 blocker | NPY1 pot ag | TRPML3 ag | CHOP inhibitor | S1P4 antag | NPY2 pot ag | EP2 mod
O=C(NCCCCCCNC(=O)NCc1ccco1)NCc1ccco1 | 0.2 | 0.2 | -2 | -5 | 0.2 | 15 | 10 | -13 | 1
O=c1[nH]c(SCCOc2ccccc2)nc2ccccc12 | -0.6 | -1.4 | 7 | -25 | -0.5 | 77* | -10 | -11 | 50
Cc1cccc(NC(=O)C2(C)CC3c4ccccc4C2c2ccccc23)c1 (configuration not stated) | 2.4 | -0.6 | 6 | -4 | -0.8 | 103* | 6 | -3 | 40
Cc1cc(NC(=O)C2CCCO2)ccc1Br (configuration not stated) | -0.6 | 1.0 | 0 | 4 | 0.8 | 0 | -4 | -7 | 9
CCn1c(Cc2ccccc2)nnc1SCC(=O)NC(C)(C)C | -1.6 | -0.4 | 5 | 14 | 0.4 | 20 | -11 | 16 | 26&4
COc1ccc(C2CC(c3cccc(C)c3)n3nc(N)nc3N2)cc1 (configuration not stated) | -0.1 | 1.9 | -1 | -9 | 1.1 | 17 | -16 | 8 | 3
O=C(NCc1nnc(SCC(=O)N2CCCc3ccccc32)o1)c1ccco1 | 1.3 | 2.0 | 7 | -1 | -0.1 | 14 | -18 | -4 | 2
CCC(C)N(NC(C)=O)c1nc(Cl)nc(NC(C)C)n1 (configuration not stated) | 0.2 | -0.2 | 3 | -7 | -0.2 | -9 | 9 | -6 | -8
COc1cccc(N=c2oc3ccccc3cc2-c2nc3ccccc3[nH]2)c1 | 3.2 | 0.9 | 0 | 8 | 0.2 | -47 | 5 | -20 | 21
COc1ccc(-c2cc(-n3c(C(F)(F)F)nc4ccccc43)n(CCC#N)n2)cc1 | -0.9 | 0.0 | 2 | -2 | -0.8 | 11 | 0 | -8 | 36
CC(C)Oc1ccccc1C(=O)NC(CO)C(=O)O (configuration not stated) | 0.6 | 1.6 | -2 | 7 | 0.7 | -4 | -5 | -5 | 4
NC(=O)c1ccc(NC(=O)c2cnc3ccccc3n2)cc1 | 0.4 | 0.9 | . | 6 | 0.9 | -6 | 1 | -9 | -6
NS(=O)(=O)c1ccc2ccccc2c1 | -1.0 | 0.2 | . | -8 | 0.4 | 5 | 10 | 3 | -1
Cc1ccc2nc(C(O)C(O)c3nc4ccc(C)cc4[nH]3)[nH]c2c1 (configuration not stated) | 2.0 | 1.0 | 5 | -5 | 1.4 | 2 | 1 | 13 | -2&-38
Nc1nc2n(n1)C(=O)CC(c1ccccc1)N2 (configuration not stated) | 1.7 | 2.5 | 0 | -13 | 0.8 | 9 | 2 | 12 | 33
Cc1nn(CC(=O)Nc2nnc(C(C)C)s2)c(=O)c2ccccc12 | -0.3 | -1.1 | 13 | -32 | 1.3 | -15 | -8 | -27 | -2&33
O=C(COC(=O)Cc1cn2ccsc2n1)Nc1nc2ccccc2s1 | -0.4 | 0.2 | -1 | 5 | 0.5 | 16 | -5 | 11 | 15
CCOC(=O)c1cnn(-c2cc(Oc3ccccc3C)ncn2)c1N | -1.1 | -0.5 | -4 | -6 | 0.6 | 29 | -4 | 1 | -12
COc1ccc(C(=O)/C=C/Nc2ccc(S(N)(=O)=O)cc2)cc1OC | 0.7 | 2.3 | . | 7 | 0.8 | 23 | 3 | 8 | -4
O=C(NN1C(=O)C2C3C=CC(C4CC34)C2C1=O)c1ccc(Cl)cc1Cl (configuration not stated) | -0.5 | 3.4 | 2 | 16 | 0.8 | -11 | -4 | 9 | -1
COc1ccc(-c2n[nH]c(C)c2-c2ccc(OC)c(OC)c2)c(O)c1 | -1.1 | 1.0 | -3 | 11 | -1.3 | . | 4 | 9 | 39
CCc1ccc(NC(=O)C2(C)Cc3ccccc3C(=O)O2)cc1 (configuration not stated) | 0.4 | 0.7 | -5 | 13 | 1.0 | 9 | -8 | -17 | -13
Cc1cnc(NC(=O)c2cncc(Br)c2)s1 | -0.7 | 0.9 | -3 | -9 | 1.0 | 36 | 1 | 5 | 2
Cc1ccc(S(=O)(=O)c2nnn3c2nc(Nc2cccc(C)c2)c2ccccc23)cc1 | 0.3 | 0.5 | -4 | 5 | 0.5 | -7 | -28 | 14 | -10
CCCn1c(=O)c(C(=O)NCc2ccccn2)c(O)c2ccccc21 | -0.3 | -1.4 | 3 | -7 | 0.5 | 14 | -14 | -22 | 51
More entries follow.
SMILES | S1P4 agonist | zfTRPN1 agonist | NPY Y1 blocker | NPY1 pot ag | TRPML3 ag | CHOP inhibitor | S1P4 antag | NPY2 pot ag | EP2 mod
CC(C)=CCN1CCN(Cc2ccc(C#CC(C)(C)O)cc2)CC1CCO (configuration not stated) | 1.0 | 1.0 | 2 | 10 | 0.3 | -19 | 3 | -7 | 10
Cc1occc1C(=O)N/N=C/C=C/c1ccccc1 | -0.5 | 1.0 | 2 | -1 | -0.1 | -32 | -3 | 0 | 2
COc1ccc(CNc2ccc(-c3ccc(OC)cc3)nn2)cc1 | -1.4 | 1.2 | -7 | 12 | 0.3 | 36 | -16 | 1 | -16
COCc1c(N)c(C)nc(Cl)c1C#N | -0.6 | -1.0 | -7 | -4 | 0.3 | 18 | -109 | -1 | 31
Cc1cc(OCC(=O)OCC(=O)Nc2cc(C(F)(F)F)ccc2N2CCOCC2)ccc1Cl | 0.2 | 0.8 | 6 | 0 | 0.0 | 45 | -5 | 12 | 15
O=C(N/N=C1\CCCc2ccccc21)C(O)c1ccccc1 (configuration not stated) | 0.8 | 0.6 | -3 | 17 | 0.8 | 61 | 2 | -7 | 11
CC(C)c1ccc(NC(=O)COC(=O)COc2ccccc2)cc1 | 0.8 | -0.6 | 10 | -8 | -0.1 | 7 | -2 | -5 | 0
O=C(CCl)Nc1cccc(CP(=O)(c2ccccc2)c2ccccc2)c1 | 1.2 | 0.1 | . | 12 | 0.2 | -134 | -10 | 8 | 14
S=C(NCCCN1CCOCC1)Nc1ccc(-c2nc3ccccc3[nH]2)cc1 | 0.0 | 1.3 | 7 | 3 | 1.1 | -8 | -2 | -30 | -53
CN(c1ccccc1)c1nc(N)c([N+](=O)[O-])c(NCc2ccccc2)n1 | 0.9 | -2.1 | . | -27 | -0.3 | 37 | -2 | -4 | 12
COc1cccc(N2CCN(Cc3nc(N)nc(Nc4ccccc4OC)n3)CC2)c1 | -1.0 | 0.2 | 14 | -12 | -0.3 | 42 | 14 | -3 | -46
COc1cccc(C(=O)/C=C/Nc2ccc(S(=O)(=O)Nc3ncccn3)cc2)c1 | -0.3 | -0.3 | 3 | -15 | 0.6 | 4 | -19 | -2 | -19
COc1cc(CC(NC(C)=O)C(=O)NC2CCN(c3nc(C)cc(C)c3C#N)CC2)cc(OC)c1 (configuration not stated) | 0.2 | 3.8 | 2 | 0 | 0.8 | 8 | -5 | -3 | 2
CCCCCN(C(=O)NC(=O)Nc1ccc(C)cc1)S(=O)(=O)c1ccccc1 | -0.9 | -1.4 | -1 | 18 | 0.1 | 14 | -1 | 3 | 11
CN1CCCCc2c1[nH]c1ccccc1c2=O | -1.4 | 1.8 | -1 | -3 | 1.1 | 8 | -7 | -6 | 6
CC(C)(C)c1ccc(-c2c(C#N)c(N)nc3c2CCCC3)s1 | 3.0 | 0.5 | 1 | -2 | 0.2 | 9 | -10 | -5 | 15
CCCC(=O)Nc1ccc(C(=O)Nc2ccc([N+](=O)[O-])cc2OC)cc1 | -0.6 | 1.9 | 3 | -17 | 0.8 | 13 | -15 | 0 | -32
C=Cn1ccnc1P(=S)(c1ccc2c(c1)c1ccccc1n2CC)c1nccn1C=C | 0.2 | 1.1 | 8 | 14 | 0.3 | 36 | 3 | 11 | 13
C/C(=N\NC(=O)CCn1nnc2ccccc21)c1ccco1 | 0.1 | 0.8 | . | -2 | 0.7 | -9 | 2 | -20 | -22
COc1cc(/C=C2/OC(=O)c3cc([N+](=O)[O-])ccc32)cc(OC)c1OC | -2.2 | 1.9 | -4 | -7 | 0.8 | . | -11 | 3 | .
Cc1ccc(CSC2=NCCN2S(=O)(=O)c2ccccc2)cc1 | 0.6 | -1.0 | 1 | -1 | 1.9 | 18 | 2 | -9 | -45
COc1cccc(NC(=O)Cc2nnc(SCC(=O)c3ccccc3)n2C)c1 | 0.7 | 0.8 | 6 | -22 | -0.2 | 27 | 8 | -5 | 11
CCc1ccc(-n2c(SCC(=O)Nc3cccc(S(=O)(=O)NC4=NCCCCC4)c3)nc3ccccc3c2=O)cc1 | 0.4 | -0.3 | 3 | 2 | -0.2 | 24 | -2 | -3 | -3

Ordered by length of the SMILES (largest number first): part of the list above.
SMILES | S1P4 agonist | zfTRPN1 agonist | NPY Y1 blocker | NPY1 pot ag | TRPML3 ag | CHOP inhibitor | S1P4 antag | NPY2 pot ag | EP2 mod
CCc1ccc(-n2c(SCC(=O)Nc3cccc(S(=O)(=O)NC4=NCCCCC4)c3)nc3ccccc3c2=O)cc1 | 0.4 | -0.3 | 3 | 2 | -0.2 | 24 | -2 | -3 | -3
COc1cc(CC(NC(C)=O)C(=O)NC2CCN(c3nc(C)cc(C)c3C#N)CC2)cc(OC)c1 (configuration not stated) | 0.2 | 3.8 | 2 | 0 | 0.8 | 8 | -5 | -3 | 2
Cc1cc(OCC(=O)OCC(=O)Nc2cc(C(F)(F)F)ccc2N2CCOCC2)ccc1Cl | 0.2 | 0.8 | 6 | 0 | 0.0 | 45 | -5 | 12 | 15
COc1cc(/C=C2/OC(=O)c3cc([N+](=O)[O-])ccc32)cc(OC)c1OC | -2.2 | 1.9 | -4 | -7 | 0.8 | . | -11 | 3 | .
CN(c1ccccc1)c1nc(N)c([N+](=O)[O-])c(NCc2ccccc2)n1 | 0.9 | -2.1 | . | -27 | -0.3 | 37 | -2 | -4 | 12
CCCCCN(C(=O)NC(=O)Nc1ccc(C)cc1)S(=O)(=O)c1ccccc1 | -0.9 | -1.4 | -1 | 18 | 0.1 | 14 | -1 | 3 | 11
COc1cccc(NC(=O)Cc2nnc(SCC(=O)c3ccccc3)n2C)c1 | 0.7 | 0.8 | 6 | -22 | -0.2 | 27 | 8 | -5 | 11
Cc1occc1C(=O)N/N=C/C=C/c1ccccc1 | -0.5 | 1.0 | 2 | -1 | -0.1 | -32 | -3 | 0 | 2
